# Arr AP2 block: blocks beta-arrestin peptide binding to AP2 adaptin. inhibition, % at 10 µM. 340,000 compounds, 0.31% hits. FITC-arrestin peptide / GST-AP2 beads, flow cytometry; AP2 beta2 appendage carries R879A mutation;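 active = inhibition above a set limit, near 3 SD of compounds lacking own fluorescence, cut at about 54% in these data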;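 note: plate controls were DMSO wells for no effect and 5 µM unlabelled arrestin peptide for full effect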
#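 Material – GST-tagged AP2 beta2-adaptin appendage (R879A) on 4 µm glutathione beads · Probe or stimulus – fluorescein-tagged arrestin peptide at 50 nM final · Timing – 12 min plus 1 h, RT · Detection – bead flow cytometry, FITC channel · Read-out basis – inhibition as reduced fluorescein signal on beads, percent · Medium – PBS plus Tween 20 (0.05%) and BSA (0.1%)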
# CDK5 inh: inhibitors of human CDK5/p35 kinase. inhibition, % at 10 µM. 330,000 compounds, 0.01% hits. Recombinant CDK5/p35, ADP-Glo luminescence, 60 min;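 active = highest replicate inhibition of at least 50% and at least 75% of replicates reaching 50%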;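 note: plate controls were DMSO neutral control for no effect and GW8510 at 10 µM for full effect; many of its hits are not listed in these tables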
# NSD2 inh: inhibitors of human histone methyltransferase NSD2 | 310,000 compounds, 0.54% hits | O96028 | NSD2 peptide methylation, AlphaScreen, 120 min | inhibition, % at 12.5 µM; in the data active = inhibition above about 50%
# SR-BI DiI inh: blocks mouse SR-BI lipid uptake from DiI-HDL. AID 488896. ldlA[mSR-BI] CHO cells, DiI-HDL uptake fluorescence, 3 h. 320,000 compounds, 0.96% hits. inhibition, % at 12.5 µM;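 active = mean replicate inhibition of at least 70% and a set share of replicates each scoring 70 or more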;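 note: 0% = median of neutral control wells and 100% = median of positive control wells; values of inactives mirror those of a sister screen read the other way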
# Target sequence (Q61009 whole entry, looked up): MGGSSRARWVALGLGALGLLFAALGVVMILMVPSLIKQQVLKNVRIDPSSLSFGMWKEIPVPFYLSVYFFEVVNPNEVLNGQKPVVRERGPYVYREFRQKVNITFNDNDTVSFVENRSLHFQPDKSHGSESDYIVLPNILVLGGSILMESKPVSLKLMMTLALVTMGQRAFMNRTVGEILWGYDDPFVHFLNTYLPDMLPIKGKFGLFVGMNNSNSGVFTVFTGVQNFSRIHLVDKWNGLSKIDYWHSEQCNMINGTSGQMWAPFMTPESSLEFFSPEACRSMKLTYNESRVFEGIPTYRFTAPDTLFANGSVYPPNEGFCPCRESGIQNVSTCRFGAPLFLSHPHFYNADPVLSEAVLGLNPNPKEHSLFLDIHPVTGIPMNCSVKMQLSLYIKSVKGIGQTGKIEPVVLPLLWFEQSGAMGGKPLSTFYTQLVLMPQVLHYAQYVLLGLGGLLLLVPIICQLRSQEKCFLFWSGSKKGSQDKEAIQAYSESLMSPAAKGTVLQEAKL
# dFosB activator: mouse delta FosB homodimer activation; P13346; purified delta FosB, TAMRA-CDK5 oligo fluorescence polarization; percent of positive-control signal above neutral wells; activation, % at 25 µM; 340,000 compounds, 0.99% hits;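 active = mean activation above about 17%, with every replicate also reaching it, limit read from the data, passing the limit was not always enough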;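 note: fluorescence polarization rise as delta FosB binds a TAMRA Cdk5 AP-1 oligo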
# Mot1-301 SUMO: blocks SUMOylation pathway, rescuing yeast Mot1-301 growth; S. cerevisiae Mot1-301 growth rescue, ATP luminescence, 38.5C; percent above DMSO median, 100 means doubled; growth rescue, % at 18.8 µM; 320,000 compounds, 1% hits;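 active = every valid replicate shows activation above 250% relative to neutral control wells; inactive = the rest, any valid replicate at or below 250%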;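 note: OY570 slx delta 5 strain wells were the positive control but not used for scaling; some compounds called inactive have numbers as strong as hits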
# SR-BI DiI-HDL act: SR-BI HDL lipid transfer activation. CHO ldlA[mSR-BI] cells, DiI-HDL uptake fluorescence, 3 h; 100 = double the neutral-control signal. activation, % at 12.5 µM. 320,000 compounds, 0.096% hits. AID 504775;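 active = mean replicate activation of at least 60% and every replicate at or above 60%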;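 note: 0% = median plate neutral-control signal and 100% = twice that signal; values of inactives mirror those of a sister screen read the other way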
#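 Material: SR-BI-overexpressing, LDLR-lacking CHO cells; schedule: compound exposure 3 h, 37 °C; reagent: DiI-labelled HDL at 10 µg/mL final; technique: bottom-read fluorescence, 550/595 nm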
# DSG3 Ab inh: blocks pemphigus antibody binding to human desmoglein-3; DSG3-coupled beads, scFv-anti-DSG3-GFP binding, flow cytometry; stronger effect = lower value; binding (percent of control), % at 10 µM; AID 588358; 310,000 compounds, 0.48% hits;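 active = binding more than 3 SD below its plate's average and above zero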; note: some compounds called inactive have numbers as strong as hits
# PKA-R2B activ: activators of human PKA-R2B complex | activation, % at 11.4 µM | 340,000 compounds, 0.079% hits | P22694+P31323 | PKA-R2B holoenzyme dissociation, Cy5-IP20 fluorescence polarization; R2B truncated from residue 108, S112A mutant; 0% DMSO only, 100% 113 µM cGMP;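 active = activation above a cutoff set at the mean over all compounds plus 3 SD, cut at about 18% in these data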;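 note: higher means more holoenzyme dissociation and a rise in polarization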
# Target sequence (P31323 whole entry, looked up, other chains not shown, the tested form may be a part): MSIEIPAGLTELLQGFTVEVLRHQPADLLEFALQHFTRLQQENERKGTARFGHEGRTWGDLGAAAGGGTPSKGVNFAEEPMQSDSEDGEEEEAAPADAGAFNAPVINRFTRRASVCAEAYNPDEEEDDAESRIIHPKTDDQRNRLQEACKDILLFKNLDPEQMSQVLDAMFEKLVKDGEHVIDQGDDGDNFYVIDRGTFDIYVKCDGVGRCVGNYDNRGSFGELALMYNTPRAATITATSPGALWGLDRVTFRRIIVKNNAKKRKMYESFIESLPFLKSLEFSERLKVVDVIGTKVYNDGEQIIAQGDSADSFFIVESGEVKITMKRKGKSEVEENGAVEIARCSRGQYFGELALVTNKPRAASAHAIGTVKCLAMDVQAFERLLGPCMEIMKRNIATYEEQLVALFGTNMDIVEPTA
# PKA-R1A activ: activators of PKA-R1A complex. P00514+P68181. PKA-R1A dissociation, Cy5-IP20 fluorescence polarization; scaled: DMSO 0%, 113 µM cGMP 100%. activation, % at 11.4 µM. 340,000 compounds, 0.083% hits;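 active = percent activation above the mean of all tested compounds plus 3 SD, cut at about 19% in these data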;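 note: higher means more PKAc released from R1A so a rise in polarization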
# MITF act: increases MITF-driven TRPM1 promoter luciferase signal. SK-MEL-5 TRPM1-promoter luciferase, 24 h; % of positive control, neutral wells = 0. activation, % at 12.5 µM. 300,000 compounds, 0.75% hits;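 active = mean activation of at least 80% with every replicate also reaching 80%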;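 note: 0% = neutral control wells and 100% = parthenolide positive control wells; values of inactives mirror those of a sister screen read the other way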
# Starred values were filed as active, the others as inactive; . = no result given.
compound	Arr AP2 block	CDK5 inh	NSD2 inh	SR-BI DiI inh	dFosB activator	Mot1-301 SUMO	SR-BI DiI-HDL act	DSG3 Ab inh	PKA-R2B activ	PKA-R1A activ	MITF act
CCOC(=O)c1ccccc1NC(=O)CSc1ncc(C(=O)OCC)c(N)n1	10	1.1	-2	17	-14	-10	-17	96	-6	-7	.
COCCn1nnnc1C(c1ccc(Cl)cc1)N1CCSCC1 (centres undefined)	11	-1.9	6	-7	-3	-21	7	90	-12	4	-3
O=C(CN1C(=O)COc2ccc(Cl)cc21)NCC1CCCO1 (centres undefined)	-1	2.0	-2	-20	-1	-3	20	107	-12	-1	-1
COc1ccccc1-c1nc(SCC(=O)Nc2cc(C)on2)c2c(=O)n(C)c(=O)n(C)c2n1	-2	-0.8	-1	-10	-11	14	10	.	6	8	-2
O=C(NCc1cccs1)c1csc2ccccc12	-6	0.5	-4	-6	0	37	6	100	-10	1	28
COCCN(C(=O)CCC(=O)Nc1ccccn1)C(C(=O)NC(C)(C)C)c1ccc(OC)cc1 (centres undefined)	10	-0.3	0	-12	2	-6	12	98	-1	-7	7
COc1ccc(OC)c(NC(=O)c2ccccc2N(C)S(=O)(=O)c2ccc(C)cc2)c1	32	-2.5	1	15	2	-5	-15	122	2	-7	.
O=c1cc(-c2ccc(Cl)cc2)[nH][nH]1	-6	-1.6	1	-52	-1	216	52	.	6	4	.
COc1ccc(C)cc1NC(=O)C1COc2ccccc2O1 (centres undefined)	0	1.9	-6	21	-13	12	-21	100	7	-1	2
CCOc1ccc(NC(=O)c2ccccc2OCC(=O)c2ccc(C)cc2)cc1	-3	-0.3	-1	4	-1	2	-4	106	-8	16	25
COc1ccccc1S(=O)(=O)NCc1ccc(C(=O)NC2CCC(O)CC2)cc1 (centres undefined)	-7	-1.5	-4	8	-9	.	-8	.	-4	3	4
Cc1ccc(S(=O)(=O)NCC(=O)N2CCN(c3ccc(F)cc3)CC2)cc1	-6	-0.5	-1	-34	-4	147	34	.	-10	-2	-19
CCCC(C(=O)N(C)CC(=O)Nc1ccc(N2CCOCC2)cc1)c1ccccc1 (centres undefined)	10	1.0	1	-19	-2	132	19	107	-3	-1	0
S=c1[nH]nc(-c2ccc(Br)o2)n1Cc1ccccc1	8	3.2	6	-12	1	-15	12	99	-6	-10	-4
CC1CCN(c2ccc3c(c2)S(=O)(=O)c2cccc(C(=O)O)c2C3=O)CC1	4	-1.6	.	-8	-4	-2	8	114	3	0	3
C=C(C)[C@@H]1CC=C(CN2CCC(N3CCC(C(=O)N4CCCC4)CC3)CC2)CC1	-20	-0.1	3	-1	2	86	22	127	-12	-5	3
CC(C)(C)C(=O)NC(c1ccccc1)c1c(O)ccc2ccccc12 (centres undefined)	6	-0.2	-3	28	9	2	-28	104	-5	4	-3
CCc1nnc(NC(=O)C2CCCCC2)s1	25	2.4	2	-10	-7	12	10	104	8	0	22
CCOC(=O)C(NC(=O)CC)(Nc1cc(C)on1)C(F)(F)F (centres undefined)	6	2.4	-1	-20	-14	3	20	97	-4	-1	-3
CC(=O)OCC1OC(Sc2cccc3cccnc23)C(OC(C)=O)C(OC(C)=O)C1OC(C)=O (centres undefined)	-3	0.5	12	1	-9	15	-1	95	-11	2	-9
CN(C(=O)COC(=O)/C=C/c1ccc2ccccc2n1)c1c(N)n(Cc2ccccc2)c(=O)[nH]c1=O	26	-0.1	4	9	23*	0	-9	.	0	-4	-48
C[C@H](NS(=O)(=O)c1ccc2c(c1)OCCCO2)C(=O)N1CCN(Cc2ccccc2)CC1	3	1.0	0	-24	0	.	24	96	3	-3	1
CN(CC(=O)Nn1cnnc1)S(=O)(=O)c1ccc(Br)cc1	9	4.5	0	-5	3	-12	5	.	-6	-9	-18
COc1ccc(OC)c(CN2C(=O)c3ccccc3C2C(=O)NCc2cccnc2)c1 (centres undefined)	4	1.8	.	-6	0	31	6	99	-3	-5	1
C=CCN1CC(=O)N2C(c3ccccc3)c3[nH]c4ccccc4c3C[C@H]2C1=O (some centres undefined)	-6	-0.7	1	78*	0	-11	-78	105	2	2	-9
CCOCCCn1c(SCC(=O)NCc2ccco2)nc2c(sc3ccccc32)c1=O	4	0.8	-4	24	-1	-3	-24	103	-1	-3	.
N#CCNc1ccc([N+](=O)[O-])cc1C#N	-9	0.4	3	19	-8	95	-19	103	-2	-1	-6
Nc1cc(-c2ccccc2)ccc1O	4	0.0	-22	7	-6	-6	-7	.	0	-3	-9
CCc1sc(C(=O)NCc2ccco2)cc1C	33	1.4	-1	.	0	4	.	102	-2	-2	12
Cc1cc(C(=O)N2CCCC(N3CCN(c4cccc(C(F)(F)F)c4)CC3)C2)c(C)o1 (centres undefined)	-4	-0.6	3	45	-22	-14	-45	109	2	-6	-11
CCCN1CCC(=O)N([C@H](COc2ccccc2)Cc2ccccc2)CC1	-1	-6.2	.	3	-8	-10	-3	104	-4	-18	-1
O=C(NC1CC1)c1ccc(-c2ccccc2)cc1	13	-7.5	3	-6	5	0	6	47	-1	-1	43
Cn1ncc2c(=O)[nH]nnc21	9	-2.2	-1	-5	2	.	5	92	-3	2	3
S=C(NCC1CCCO1)N1CCN(c2nc(-c3ccc(Cl)cc3)cs2)CC1 (centres undefined)	-5	-1.4	-4	69	-7	103	-69	106	-10	-2	-22
CCN1CCN(CCNC(=O)c2ccc3nc(-c4cccc(C)c4)c(-c4cccc(C)c4)nc3c2)CC1	-7	-0.6	31	15	1	31	-15	111	-2	3	-86
NC(=O)C1(N2CCCCC2)CCN(C(=O)NC2CCCCC2)CC1	-3	0.5	0	-49	-2	10	.	106	6	-11	11

# Of the compounds above, these have a CF3 group:
compound	Arr AP2 block	CDK5 inh	NSD2 inh	SR-BI DiI inh	dFosB activator	Mot1-301 SUMO	SR-BI DiI-HDL act	DSG3 Ab inh	PKA-R2B activ	PKA-R1A activ	MITF act
CCOC(=O)C(NC(=O)CC)(Nc1cc(C)on1)C(F)(F)F (centres undefined)	6	2.4	-1	-20	-14	3	20	97	-4	-1	-3
Cc1cc(C(=O)N2CCCC(N3CCN(c4cccc(C(F)(F)F)c4)CC3)C2)c(C)o1 (centres undefined)	-4	-0.6	3	45	-22	-14	-45	109	2	-6	-11

# (further entries)
compound	Arr AP2 block	CDK5 inh	NSD2 inh	SR-BI DiI inh	dFosB activator	Mot1-301 SUMO	SR-BI DiI-HDL act	DSG3 Ab inh	PKA-R2B activ	PKA-R1A activ	MITF act
Cn1ncc(Cl)c1C(=O)Nc1ccc2c(c1)OCO2	9	2.2	0	0	-9	11	0	96	-2	1	10
CCOC(=O)NC(NCC(O)c1ccccc1)(C(F)(F)F)C(F)(F)F (centres undefined)	5	1.0	-1	-23	-3	-9	23	.	1	-9	.
Cc1ccc(C(=O)C2COC(=O)C2)cc1 (centres undefined)	0	-2.4	1	-23	4	10	23	96	4	-1	-17
CCC1=NN(C(=O)c2ccc(Cl)cc2)C(O)(c2ccc(C)cc2)C1 (centres undefined)	49	-0.5	2	49	-6	45	-49	114	4	5	.
CCCCn1c(=O)c(CCC(=O)OCC(=O)NC(=O)NCCC(C)C)nc2ccccc21	23	-0.6	-2	-1	-3	-17	1	105	-2	-2	1
COc1ccc(OCc2cc(C(=O)NCC(C)Oc3cccnc3)no2)c(Cl)c1 (centres undefined)	-5	-3.5	-3	10	-3	-9	-10	103	-6	0	23
O=C(NC1CCCc2ccccc21)c1cncc(Br)c1 (centres undefined)	4	-6.1	.	-1	4	99	1	.	-2	2	.
O=c1c(/C=C(\O)c2ccc(F)cc2)nc2ccccc2n1-c1ccccc1	28	0.0	-3	33	-2	1	-33	101	-5	1	56
CN(C)S(=O)(=O)N1CCN(C(=O)c2cccs2)CC1	3	3.3	-4	1	1	-11	-1	113	12	-2	1
COC(=O)C(Cc1ccc(O)cc1)NC(=O)C12CC3CC(CC(C3)C1)C2 (centres undefined)	-24	-4.8	-1	-13	-2	252	13	95	-7	-8	-12
Cc1nnc(SCC(=O)Nc2sccc2C#N)n1Cc1ccccc1	1	-0.1	.	-22	-5	1	22	.	5	4	0
CCCn1c(SCC(=O)NCCc2ccccc2)nnc1-c1ccco1	5	3.9	1	-9	-11	101	9	99	-10	-8	.
O=C(Nc1cccc(NC(=O)c2ncn[nH]2)c1)c1cccc(Cl)c1	-20	1.1	-1	16	10	16	-16	.	-2	-10	1
Cc1ccc(NC(=O)[C@H](C)NC(=O)C2CCN(C(=O)[C@H](CC(C)C)NC(=O)OC(C)(C)C)CC2)cc1	-2	-0.6	-1	13	-12	26	-13	104	-1	0	-2
CCCCC(=O)Nc1cccc(NC(=O)c2ccccc2Br)c1	-6	-0.7	1	74*	-5	-3	-74	98	-2	-2	-11
CC(=O)c1cccc(NC(=O)/C(=C\c2cccnc2)NC(=O)c2ccccc2)c1	-5	2.4	3	-4	-1	7	4	93	-7	4	-6
CC(=O)NCc1ccc(S(=O)(=O)N/N=C/c2ccc(N(C)C)cc2)cc1	4	-1.1	2	-14	-4	-12	14	103	-3	-3	1
CN(C)/C=N/c1nc2nccc(-c3ccc(F)cc3)n2n1	-12	-0.1	-4	-18	-5	-12	18	85	-9	-5	-5
Cc1ccc(S(=O)(=O)Nc2nc3ccccc3nc2N2CCOCC2)cc1	1	-0.3	0	-9	-6	46	9	.	-6	0	-1
O=C(c1c[nH]c(C(=O)C(Cl)(Cl)Cl)c1)c1ccccc1Br	30	5.2	1	-9	0	12	9	92	-6	-8	10
CCOc1ccc(/C=C2/SC(=O)NC2=S)cc1	10	-1.0	36	-15	1	12	15	126	-5	-1	12
COC(=O)c1cccc(N(C(=O)c2ccco2)C(C(=O)NC2CCCC2)c2ccco2)c1 (centres undefined)	26	-0.7	-1	-1	-6	-4	1	.	2	-11	0
Fc1cccc(CSc2nnc3c(n2)[nH]c2ccccc23)c1	2	0.3	0	.	3	10	.	92	-2	-7	48
O=C(Nc1ccccc1)Nc1ccc(NC(=O)c2ccccc2O)cc1	30	1.1	-2	39	1	204	-39	96	-5	-6	7
Cc1cc(C)cc(N=Cc2[nH]c3ccc(Br)c(Cl)c3c2O)c1	16	-1.0	12	18	-4	-14	-18	257	-3	-3	-10
